Compound activity as filed in PubChem BioAssay.
STAT1 act – activators of IFN-gamma induced STAT1 signaling | activation (% of control), % at 5.5 µM | AID 932 | NIH 3T3 STAT1-luciferase reporter, luminescence; 100% = IFN-gamma alone, no compound | 200,000 compounds, 2.6% hits;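 active = activation above the screen-wide mean activation plus 3 SD, cut at about 130% in these data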;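 also: raw ratio to IFN-gamma control signal so 100% means no change and 0% no light; values of inactives mirror those of a sister screen read the other way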
STAT3 act – STAT3 signaling activation; U3A cells, IL-6 STAT3-luciferase reporter, luminescence; 100% = signal with IL-6 EC80 alone; activation (% of control), % at 5.6 µM; 190,000 compounds, 0.91% hits; AID 871;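 active = activation above the screen-wide mean of compound activation plus 3 SD, cut at about 130% in these data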;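 also: 0% = background luminescence of wells with medium and substrate only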
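Material: STAT3-luciferase reporter U3A cells. Controls: IL-6-treated wells, 100% activation. Read-out: % activation versus median of IL-6-stimulated wells. Probe or stimulus: IL-6 stimulus at 33 ng/mL final. Timing: compound 1 h, then IL-6 6 h at 37 °C. Signal: reporter luminescence signal.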
STAT3 inh – inhibitors of IL-6 induced STAT3 signaling; inhibition, % at 5.5 µM; U3A cells, IL-6 STAT3-luciferase reporter, luminescence; host cell line lacks STAT1; 190,000 compounds, 0.89% hits; AID 862;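 active = inhibition above the mean inhibition across all screened compounds plus 3 SD, cut at about 44% in these data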;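 also: 0% = DMSO only wells and 100% = 100 µM nifuroxazide control wells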
TLR4 MyD88 comp – blocks binding of human TLR4 to MyD88. HeLa CL3-4 TLR4/MyD88 BLA complementation, FRET ratio. inhibition, % at 8.4 µM. 200,000 compounds, 0.18% hits; in the data active = inhibition above about 25%;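 also: 0% = vehicle and 100% = reference inhibitor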
Target sequence (O00206 whole entry, looked up): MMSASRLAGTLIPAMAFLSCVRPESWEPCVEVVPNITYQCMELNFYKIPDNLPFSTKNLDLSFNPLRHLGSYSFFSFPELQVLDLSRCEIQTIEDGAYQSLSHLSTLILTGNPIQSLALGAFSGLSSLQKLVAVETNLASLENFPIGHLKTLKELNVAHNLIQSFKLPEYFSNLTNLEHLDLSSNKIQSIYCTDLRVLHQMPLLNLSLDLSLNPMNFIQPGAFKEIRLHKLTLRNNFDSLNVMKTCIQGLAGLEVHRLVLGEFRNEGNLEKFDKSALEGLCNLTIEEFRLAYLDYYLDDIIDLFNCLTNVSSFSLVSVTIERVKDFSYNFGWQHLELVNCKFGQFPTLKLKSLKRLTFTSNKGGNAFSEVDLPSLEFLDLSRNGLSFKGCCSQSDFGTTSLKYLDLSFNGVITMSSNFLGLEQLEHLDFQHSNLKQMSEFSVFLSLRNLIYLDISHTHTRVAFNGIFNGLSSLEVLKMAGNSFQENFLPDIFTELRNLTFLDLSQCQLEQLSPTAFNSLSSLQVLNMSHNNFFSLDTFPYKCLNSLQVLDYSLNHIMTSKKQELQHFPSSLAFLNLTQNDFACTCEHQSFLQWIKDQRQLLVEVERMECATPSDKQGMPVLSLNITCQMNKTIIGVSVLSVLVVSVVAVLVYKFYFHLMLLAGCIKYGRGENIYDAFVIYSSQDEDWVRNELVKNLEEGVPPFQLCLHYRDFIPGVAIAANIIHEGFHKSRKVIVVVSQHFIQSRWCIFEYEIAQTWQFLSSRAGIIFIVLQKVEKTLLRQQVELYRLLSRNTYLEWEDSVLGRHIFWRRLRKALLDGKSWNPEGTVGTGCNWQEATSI
Target sequence (Q99836 whole entry, looked up): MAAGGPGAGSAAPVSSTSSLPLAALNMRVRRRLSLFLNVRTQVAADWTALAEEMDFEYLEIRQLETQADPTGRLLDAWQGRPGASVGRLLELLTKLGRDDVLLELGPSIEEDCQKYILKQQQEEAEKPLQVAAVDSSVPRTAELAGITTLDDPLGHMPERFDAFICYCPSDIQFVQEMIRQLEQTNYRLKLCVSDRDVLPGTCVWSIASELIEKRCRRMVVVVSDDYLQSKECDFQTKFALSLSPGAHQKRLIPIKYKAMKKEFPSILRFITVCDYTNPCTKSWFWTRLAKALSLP
Hsp70 act – switches on Hsp70 transcription; activation, % at 10 µM; HeLa Hsp70 promoter luciferase reporter, luminescence; scaled: vehicle 0, proteasome-inhibitor control 100%; 200,000 compounds, 0.04% hits;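 active = activation above the mean across all tested compounds plus 3 SD, cutoff set per campaign, cut at about 5.5% in these data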;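 also: 100% = MG132 at 30 µM as the positive control and 0% = DMSO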
APP transl inh – APP translation inhibition | inhibition, % at 2 µM | AID 1285 | SH-SY5Y APP 5'UTR-luciferase reporter, luminescence | 190,000 compounds, 0.82% hits;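 active = inhibition above a set limit, derived from the sample mean plus 3 SD, cut at about 45% in these data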; also: values of inactives mirror those of a sister screen read the other way
Diaphorase inh – inhibits diaphorase or chemically oxidizes, flagging diaphorase assay artifacts | diaphorase resazurin-to-resorufin fluorescence, NADH, 16 min; bacterial (C. kluyveri) enzyme, not human | inhibition, % at 20 µM | 190,000 compounds, 0.69% hits | AID 1217;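 active = primary screen inhibition at 20 µM above a set limit, cut at about 50% in these data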;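 also: plate controls were DMSO with full reaction for no effect and wells lacking NADH for full effect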
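Detection: fluorescence of resorufin formed from resazurin, Ex 544/Em 590 nm; test system: Clostridium kluyveri diaphorase enzyme; amount: 0.14 U/mL diaphorase, enzyme working solution; times: 16-min room-temperature incubation before reading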
G6PDH counter – inhibits Leuconostoc G6PDH, flagging false hits in G6PDH-based assays | Purified L. mesenteroides G6PDH, diaphorase/resazurin coupled fluorescence, 45 min | inhibition, % at 5 µM | 200,000 compounds, 0.12% hits; in the data active = inhibition above about 50%
STAT1 blocker – STAT1 signaling inhibition | NIH 3T3 STAT1-luciferase reporter, IFN-gamma, luminescence | inhibition, % at 5.5 µM | 200,000 compounds, 0.35% hits | AID 920;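 active = inhibition above a set limit, the mean inhibition across all tested compounds plus 3 SD, cut at about 34% in these data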;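 also: 0% = IFN-gamma with DMSO and 100% = IFN-gamma with 300 µM nifuroxazide; values of inactives mirror those of a sister screen read the other way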
Diaphorase act – counter-screen for diaphorase-based assays: diaphorase activators and chemical reducers; 190,000 compounds, 0.005% hits; activation factor at 20 µM; Diaphorase/resazurin coupled assay, resorufin fluorescence, 16 min; stronger effect = higher value; 1 = vehicle wells, 0 = NADH-free wells; AID 1229;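 active = diaphorase activity raised at least twofold by the compound at 20 µM; inactive = activation factor below 2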
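Material: purified diaphorase enzyme from Clostridium kluyveri; Also added: 0.114 mM NADH and 0.1 mM resazurin, final amounts; Doses: single compound dose of 20 µM, 1% DMSO final; Times: 16 min enzyme reaction, ambient temperature; Detection: resorufin fluorescence, excitation 544 nm, emission 590 nm; Measure: increased resorufin signal from activators or reducing compounds.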
* marks the source's active call; other numbers are inactive results; · = no result given.

1. COc1ccc(OCC(O)Cn2c(Nc3ccccc3)nc3c2c(=O)n(C)c(=O)n3C)cc1 (configuration not stated)
2. Cc1ccc2nc(SCc3nc4c(cnn4-c4ccccc4)c(=O)[nH]3)[nH]c2c1
3. CC(=O)Nc1ccc(N/C=C/C(=O)c2ccc(C)o2)cc1
4. CCOCCSC1=C(C#N)C(c2cccs2)C(C(C)=O)=C(C)N1 (configuration not stated)
5. CCc1cccc(C)c1NC(=O)c1cccc(N(C)C)c1
6. CCOc1ccc(-c2nc(-c3cccnc3)no2)cc1OCC
7. Cc1nc(CCNC(=O)Cc2ccc(Cl)cc2)cs1
8. COc1cccc(/C=N/NC(=O)C[n+]2ccccc2)c1O
Screen / compound no.,1,2,3,4,5,6,7,8
STAT1 act,89,94,143*,99,104,95,99,96
STAT3 act,98,101,98,96,103,114,106,92
STAT3 inh,8,6,4,9,5,-16,1,8
TLR4 MyD88 comp,1,-3,-13,0,6,8,-5,-8
Hsp70 act,0.6,-0.2,0.1,0.5,-0.2,-0.1,0.0,-0.3
APP transl inh,2,4,-25,-3,10,·,10,-2
Diaphorase inh,15,9,5,7,15,3,14,24
G6PDH counter,10,1,6,4,11,5,6,-13
STAT1 blocker,12,7,-42,1,-5,-4,1,4
Diaphorase act,0.8,0.9,0.9,0.9,0.9,1,0.9,0.8

9. Cc1cc2c(c(N)n1)c(=O)oc1ccccc12
10. O=C(Nc1nc(=S)ss1)c1ccc(Cl)cc1Cl
11. CCOC(=O)C1CCN(Cc2cnc(Oc3ccc(Cl)cc3C)s2)CC1
12. Cc1cc(/C=C(\C#N)C(=O)NCCc2c[nH]c3ccccc23)c(C)n1C
13. CC(C)Oc1ccc(C(=O)N2CCCC2C(=O)O)cc1 (configuration not stated)
14. O=C(Nc1ccc2c(c1)OCCO2)C1CCC1
15. CCCCc1ccc(S(=O)(=O)Nc2cc(C)on2)cc1
16. CCOc1ccc(-c2c(=O)n(OCc3ccccc3Br)c3ccccc3[n+]2[O-])c(OCC)c1
Screen / compound no.,9,10,11,12,13,14,15,16
STAT1 act,104,109,95,121,99,104,96,97
STAT3 act,95,106,105,103,99,99,99,98
STAT3 inh,9,-2,0,-3,3,4,5,7
TLR4 MyD88 comp,1,1,-2,-2,3,14,-9,7
Hsp70 act,-0.4,-0.1,-0.2,-0.5,0.1,-0.1,-0.2,-0.4
APP transl inh,-9,-6,-8,1,13,-16,-7,-7
Diaphorase inh,9,16,9,21,20,-6,4,18
G6PDH counter,6,0,11,-1,3,-2,-4,-2
STAT1 blocker,-5,-9,6,-24,2,-4,4,0
Diaphorase act,0.9,0.8,0.9,0.8,0.8,1.1,1,0.8

17. COc1cc(C)c2occ(/C(C)=N\O)c2c1
18. O=C(CN(CCO)c1ccccc1)Nc1cccc(S(=O)(=O)N2CCCC2)c1
19. COc1ccccc1/C=C/C(=O)Nc1cccc(C(C)=O)c1
20. Cc1ccccc1NC(=O)CCC(=O)N/N=C/c1c[nH]c2ccccc12
21. CCn1c(=S)[nH]c2cc(C(=O)O)ccc21
22. Cc1cccc(OCC(=O)N(Cc2cccs2)C2CCS(=O)(=O)C2)c1 (configuration not stated)
23. COc1ccc(S(=O)(=O)N2CCn3c2nc2ccccc23)cc1
24. Cc1ccc(NC(=O)NCc2ccc3c(c2)OCO3)cc1C
Screen / compound no.,17,18,19,20,21,22,23,24
STAT1 act,100,91,109,99,97,106,100,122
STAT3 act,87,97,96,102,93,93,94,91
STAT3 inh,19,11,9,10,10,9,10,15
TLR4 MyD88 comp,8,15,1,-8,-12,2,-4,0
Hsp70 act,0.4,-0.1,0.0,0.0,-0.1,-0.3,-0.2,-0.3
APP transl inh,7,-1,-26,-5,11,-1,-1,-42
Diaphorase inh,12,8,9,11,-8,7,2,3
G6PDH counter,7,2,5,-2,11,1,-3,7
STAT1 blocker,-1,9,-11,0,1,-7,0,-26
Diaphorase act,0.9,0.9,0.9,0.9,1.1,0.9,1,1

25. Cc1cc2c(c(=O)n1Cc1cccnc1)C(Cc1ccccc1)C(C#N)=C(N)O2 (configuration not stated)
26. O=C(OCC#CCSc1nnc(-c2ccc(Br)cc2)o1)c1ccco1
27. CCOC(=O)C1(CC2CCCCO2)CCN(Cc2nc3ccccc3nc2C)CC1 (configuration not stated)
28. O=C(N/N=C/c1ccccc1)c1cc(=O)[nH]c2ccccc12
29. N=c1c(-c2nc3ccccc3[nH]2)cc(C(=O)c2cccs2)nn1-c1ccccc1
30. Cc1cc2nc(C)n(CCCNC(=O)Nc3ccc(F)cc3)c2cc1C
31. Cc1ccc(-c2nc(CSCC(=O)Nc3cc(C)on3)c(C)o2)cc1
32. CC1(C)CC(=O)/C(=C(\O)c2ccccc2)C(=NCCO)C1
Screen / compound no.,25,26,27,28,29,30,31,32
STAT1 act,104,101,102,91,101,101,94,103
STAT3 act,103,102,120,93,91,96,99,99
STAT3 inh,1,0,-21,4,13,11,10,7
TLR4 MyD88 comp,-5,6,8,4,-2,-13,2,-14
Hsp70 act,0.5,-0.2,0.1,-0.5,-0.3,-0.6,-0.1,0.0
APP transl inh,19,-4,-22,-10,-8,6,13,8
Diaphorase inh,18,25,14,3,-9,16,18,11
G6PDH counter,1,2,13,7,9,3,12,2
STAT1 blocker,-4,-1,-4,10,-1,-1,7,-3
Diaphorase act,0.8,0.7,0.9,1,1.1,0.8,0.8,0.9

33. Cn1c(CNc2nc(-c3ccccc3)cs2)nnc1SCC(=O)c1ccccc1
34. CCCCCn1c(SCCc2ccccc2)nc2c1c(=O)[nH]c(=O)n2C
35. O=C(Cn1cc(C(=O)C(F)(F)F)c2ccccc21)NCc1ccco1
36. C=C(C)c1cccc(C(C)(C)NC(=O)Nc2ccc(C(C)=O)cc2)c1
37. Cn1cc(CN2CCCC(C(=O)c3ccc(-c4ccccc4)c(F)c3)C2)cn1 (configuration not stated)
38. Cc1ccc(C(=O)O/N=C(\c2ccccc2)c2ccncc2)cc1
39. CCN(c1cccc(C)c1)S(=O)(=O)c1ccc2c(c1)CCN2C(C)=O
40. CC(C)(C)C(=O)CSc1nnc(Nc2ccccc2)s1
Screen / compound no.,33,34,35,36,37,38,39,40
STAT1 act,96,96,115,105,93,104,98,130*
STAT3 act,94,103,94,109,99,104,96,113
STAT3 inh,9,8,17,-8,7,-1,11,-10
TLR4 MyD88 comp,-5,10,7,-3,-25,3,-10,16
Hsp70 act,-0.2,-0.3,-0.1,-0.3,0.0,-0.4,-0.2,-0.1
APP transl inh,-10,8,-8,11,12,9,-12,-16
Diaphorase inh,23,-5,-6,29,-2,11,14,4
G6PDH counter,3,-2,9,2,5,3,-4,0
STAT1 blocker,4,5,-18,-6,5,-5,2,-35
Diaphorase act,0.8,1.1,1.1,0.7,1,0.9,0.9,1

Printed as active in STAT1 act, among the entries above:
cpd | compound | STAT1 act | STAT3 act | TLR4 MyD88 comp | Hsp70 act | APP transl inh | Diaphorase inh | STAT1 blocker
3 | CC(=O)Nc1ccc(N/C=C/C(=O)c2ccc(C)o2)cc1 | 143* | 98 | -13 | 0.1 | -25 | 5 | -42
40 | CC(C)(C)C(=O)CSc1nnc(Nc2ccccc2)s1 | 130* | 113 | 16 | -0.1 | -16 | 4 | -35

(listing goes on)
41. COc1ccc(C2=NOC(C(=O)Nc3cccnc3Cl)C2)cc1 (configuration not stated)
42. Fc1ccc(-c2ncc3ccccn23)cc1
43. COc1ccc(N2CCN(c3nc4ccccc4n3CC(=O)c3ccccc3)CC2)cc1
44. CCS(=O)(=O)c1nnnn1-c1ccccc1S(C)(=O)=O
45. Cc1cccc(C)c1OCC(O)CN (configuration not stated)
46. CC(C)(C)n1ncc2c(=O)n(CC(=O)NCc3ccco3)cnc21
47. O=C(CCC1CCCN(c2ncccn2)C1)NCc1ccccc1F (configuration not stated)
48. Clc1ccc(Oc2ncnc3oc(-c4ccccc4)cc23)cc1
Screen / compound no.,41,42,43,44,45,46,47,48
STAT1 act,95,105,96,74,101,127,99,98
STAT3 act,94,93,83,97,105,119,91,101
STAT3 inh,14,13,26,6,-4,-21,15,5
TLR4 MyD88 comp,-8,-11,-14,3,-4,-4,-17,4
Hsp70 act,-0.3,-0.3,0.2,1.0,-0.2,0.0,0.0,-0.2
APP transl inh,9,-2,1,14,-3,-70,3,-5
Diaphorase inh,-16,12,10,4,13,-11,18,-10
G6PDH counter,12,16,3,7,5,9,20,1
STAT1 blocker,3,-7,5,24,-1,-29,0,2
Diaphorase act,1.2,0.9,0.9,1,0.9,1.1,0.8,1.1

49. CCOc1cc(CNCCSc2nnnn2C)cc(Br)c1OCc1ccccc1
50. O=C(CN1N=C(c2ccccc2)CCC1=O)NCc1ccco1
51. CCCn1c(SCC(=O)N2CCCCC2)nnc1-c1ccccn1
52. Cc1ccc(NC(=O)CN(C)C(=O)/C=C/c2cccc(F)c2)cc1
53. COC(=O)c1ccccc1NC(=O)CSc1ccccc1
54. CC(C)C[C@H](NC(=O)NCCc1ccc(Cl)cc1)C(=O)O
55. Cc1nn(-c2ccc(F)cc2)c(Cl)c1/C=C/C(=O)OCC(=O)Nc1ccc(F)cc1F
Screen / compound no.,49,50,51,52,53,54,55
STAT1 act,95,107,97,98,95,95,106
STAT3 act,99,97,94,106,102,98,104
STAT3 inh,7,5,12,-6,4,4,1
TLR4 MyD88 comp,10,-1,-9,4,6,5,-6
Hsp70 act,-0.3,-0.1,-0.2,-0.3,0.0,-0.2,-0.3
APP transl inh,24,-2,5,9,-9,16,-8
Diaphorase inh,20,12,0,4,-8,9,2
G6PDH counter,4,4,3,14,6,4,-44
STAT1 blocker,5,-7,5,2,6,5,-7
Diaphorase act,0.8,0.9,1,1,1.1,0.9,1

Four entries picked at random from the list so far, as already listed:
55. Cc1nn(-c2ccc(F)cc2)c(Cl)c1/C=C/C(=O)OCC(=O)Nc1ccc(F)cc1F
52. Cc1ccc(NC(=O)CN(C)C(=O)/C=C/c2cccc(F)c2)cc1
50. O=C(CN1N=C(c2ccccc2)CCC1=O)NCc1ccco1
51. CCCn1c(SCC(=O)N2CCCCC2)nnc1-c1ccccn1
Screen / compound no.,55,52,50,51
STAT1 act,106,98,107,97
STAT3 act,104,106,97,94
STAT3 inh,1,-6,5,12
TLR4 MyD88 comp,-6,4,-1,-9
Hsp70 act,-0.3,-0.3,-0.1,-0.2
APP transl inh,-8,9,-2,5
Diaphorase inh,2,4,12,0
G6PDH counter,-44,14,4,3
STAT1 blocker,-7,2,-7,5
Diaphorase act,1,1,0.9,1
